Compound activity (PubChem)
Mtb BioA inh: blocks M. tuberculosis BioA enzyme activity | 360,000 compounds, 0.096% hits | inhibition, % at 9.99 µM | purified M. tuberculosis BioA enzyme, plate reader | AID 602481; in the data active means inhibition above about 40%; inconclusive means no clear call, values can overlap the other calls
GDH-TPI inh: counter-screen for M. tuberculosis FBA inhibitors: GDH-TPI coupled enzymes | GDH-TPI coupled enzyme counterscreen, NADH absorbance | 360,000 compounds, 1.2% hits | AID 588335 | inhibition, % at 4.8 µM;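 further: 0% = DMSO wells and 100% = wells lacking the enzyme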
UGM FP inh: Mtb UDP-galactopyranose mutase inhibition; P9WIQ1; purified UGM, fluorescence polarization probe displacement; inhibition, % at 10 µM; 320,000 compounds, 0.06% hits; AID 504406; in the data active means inhibition above about 10%, passing the limit was not always enough; inconclusive means no clear call, values can overlap the other calls
Target sequence (P9WIQ1 whole entry, looked up): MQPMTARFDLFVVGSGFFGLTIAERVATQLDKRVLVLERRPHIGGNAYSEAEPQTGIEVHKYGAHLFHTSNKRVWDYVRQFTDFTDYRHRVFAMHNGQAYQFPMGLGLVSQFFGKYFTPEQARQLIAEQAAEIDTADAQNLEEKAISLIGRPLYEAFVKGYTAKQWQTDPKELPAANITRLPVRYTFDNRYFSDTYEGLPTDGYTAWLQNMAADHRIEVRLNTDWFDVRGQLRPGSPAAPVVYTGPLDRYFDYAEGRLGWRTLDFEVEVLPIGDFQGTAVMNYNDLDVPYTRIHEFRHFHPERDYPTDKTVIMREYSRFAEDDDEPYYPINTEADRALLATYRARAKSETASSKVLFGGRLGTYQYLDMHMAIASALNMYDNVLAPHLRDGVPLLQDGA
BoNT-A LC inh2: inhibitors of Botulinum neurotoxin A light chain protease; inhibition, % at 10 µM; 360,000 compounds, 0.17% hits; multiplex microsphere protease substrate cleavage, flow cytometry; in the data active means inhibition above about 30%; inconclusive means no clear call, values can overlap the other calls; further: plate controls were buffer without enzyme for full effect and enzyme alone for no effect
Mtb FBA inh: Mtb fructose-bisphosphate aldolase inhibition | P9WQA3 | purified M. tuberculosis FBA, fluorescence read-out | inhibition, % at 1 µM | 360,000 compounds, 2.3% hits | AID 588726; in the data active means inhibition above about 27%;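 further: 0% = vehicle and 100% = reference inhibitor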
Target sequence (P9WQA3 whole entry, looked up): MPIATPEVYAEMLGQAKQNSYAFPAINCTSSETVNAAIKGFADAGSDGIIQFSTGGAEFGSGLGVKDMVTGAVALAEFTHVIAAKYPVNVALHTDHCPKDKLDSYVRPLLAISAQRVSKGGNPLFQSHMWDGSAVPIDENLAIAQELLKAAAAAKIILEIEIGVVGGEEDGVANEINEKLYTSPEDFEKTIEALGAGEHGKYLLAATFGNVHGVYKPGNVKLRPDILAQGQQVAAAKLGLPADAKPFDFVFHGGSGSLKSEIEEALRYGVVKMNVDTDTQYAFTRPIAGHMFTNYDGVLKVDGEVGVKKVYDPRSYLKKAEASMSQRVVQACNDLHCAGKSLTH
FadD28 binding: inhibitors of Mycobacterium tuberculosis FadD28 bisubstrate binding. FadD28 bisubstrate probe binding, fluorescence polarization. inhibition, % at 12.5 µM. 360,000 compounds, 0.22% hits. AID 588549; in the data active means inhibition above about 8.5%, passing the limit was not always enough; inconclusive means no clear call, values can overlap the other calls
CCHFV vOTU inh: blocks the CCHF virus ovarian tumor domain protease; 370,000 compounds, 0.55% hits; inhibition, % at 11.5 µM; CCHFV vOTU protease, Pep-AMC fluorescence; further: 0% = vehicle wells with enzyme and 100% = no enzyme wells
PrPC surface inh: inhibitors of human cell surface prion protein PrPC | TR-FRET read-out | inhibition, % at 13.8 µM | 370,000 compounds, 0.43% hits; in the data active means inhibition above about 24%; further: 0% = median of the test wells and 100% = reference compound wells
BoNT-F LC inh: inhibitors of Botulinum neurotoxin F light chain protease; 360,000 compounds, 0.22% hits; Multiplex microsphere protease cleavage assay, flow cytometry; AID 588497; inhibition, % at 10 µM; in the data active means inhibition above about 35%, passing the limit was not always enough; inconclusive means no clear call, values can overlap the other calls; further: plate controls were buffer without enzyme for full effect and enzyme alone for no effect
Numbers without * were called inactive; ? = inconclusive; · = not tested or not shown. Unless noted, no stated cut-off is given here; in the data, active means inhibition above about 30%; inactive means the rest.

SMILES	Mtb BioA inh	GDH-TPI inh	UGM FP inh	BoNT-A LC inh2	Mtb FBA inh	FadD28 binding	CCHFV vOTU inh	PrPC surface inh	BoNT-F LC inh
CC(C)(C)NC(=O)C1CC(=O)N(CCc2ccc(F)cc2)C1 (configuration not stated)	2.0	4	1.1	1.7	0	-2.1	1	-1	4
COc1ccc(S(=O)(=O)N2CCC[C@H]2C(=O)N2CCC[C@H]2C(=O)N(C)Cc2ccccc2)cc1C	·	·	·	0.6	·	·	7	3	4
CCCCCCCCCCCCN1[C@@H](CC(=O)OC)c2cc(C(F)(F)F)ccc2S1(=O)=O	-0.2	14	3.5	0.3	3	-1.3	-6	1	-4
COc1ccc(S(=O)(=O)N2CCCC(C(=O)Nc3cccnc3)C2)cc1Cl (configuration not stated)	6.8	9	-0.2	-1.1	4	-3.0	8	8	-7
COCC(C)NC(=O)CSc1nc(-c2ccccc2)c(-c2ccccc2)o1 (configuration not stated)	1.6	5	0.8	-0.1	1	-5.8	18	-1	0
Cc1ccc(NC(=O)CSCC(=O)Nc2ccccc2C(=O)N2CCCCC2)cc1	·	4	4.7	-3.1	0	-1.6	-12	4	-4
COc1cc(OC)c(C#N)c(S(=O)(=O)Cc2ccccc2)c1	0.2	-1	-1.6	-0.8	-1	-2.5	2	7	2
CC(=O)c1ccc(N(CC(=O)NCCc2ccccc2)C(=O)c2csnn2)cc1	0.7	5	0.5	1.2	7	-1.1	-13	4	-8
Cc1cc(C)c(S(=O)(=O)N2CCOC2CNC(=O)C(=O)NCCc2ccc(S(N)(=O)=O)cc2)c(C)c1 (configuration not stated)	-0.1	1	1.1	-0.9	4	-0.7	1	-1	-12
CCC(CC)c1nnc(NC(=O)c2ccc([N+](=O)[O-])cc2)s1	0.0	25	3.1	1.4	-1	1.0	-15	-6	6
O=C(CSc1n[nH]c(-c2ccncc2)n1)NCCc1ccccc1	-5.8	18	0.9	0.0	5	-0.4	1	8	-6
COCCn1c(C)cc2c(c1=O)C(c1ccco1)C(C#N)=C(N)O2 (configuration not stated)	-1.3	6	-0.1	1.6	49*	-1.1	-18	-3	2
CC1(c2nnnn2-c2ccc3c(c2)OCCO3)CCC(=O)N1CCc1ccc(O)cc1 (configuration not stated)	·	·	·	-0.7	·	·	-1	-4	-3
CCOC(=O)N1CCN(C(=O)CCC2CCCC2)CC1	·	-2	-1.5	0.3	-1	-0.6	-12	1	5
O=C(Nc1ccon1)Nc1ccc(F)cc1F	0.3	1	2.1	-0.6	-1	-1.5	2	3	1
Cc1cc(C)c(S(=O)(=O)N2CCCC2=O)c(C)c1N(C)S(C)(=O)=O	0.5	-3	0.7	-2.9	2	-0.6	-7	-8	?
S=C(NCCNC(=S)Nc1ccccc1)Nc1ccccc1	-0.2	7	-0.5	0.2	5	-1.9	-7	0	0
O=C(COC(=O)Cn1nnc2ccccc21)NC1CCCC1	1.6	-9	0.2	-0.5	1	-1.6	-3	7	3
O=C1OCCN1C(=O)[C@H]1[C@H](c2ccc(F)cc2)C(c2ccccc2)=NN1c1ccccc1	-1.5	10	·	-0.6	13	-1.4	5	1	-4
O=C(O)c1ccc(NS(=O)(=O)c2cccc(C(=O)Nc3ccccc3[N+](=O)[O-])c2)cc1	1.7	-1	·	-5.8	-2	·	-5	-20	-10

The closing 3 compounds of the part above are carried over, then new ones follow.
SMILES	Mtb BioA inh	GDH-TPI inh	UGM FP inh	BoNT-A LC inh2	Mtb FBA inh	FadD28 binding	CCHFV vOTU inh	PrPC surface inh	BoNT-F LC inh
O=C(COC(=O)Cn1nnc2ccccc21)NC1CCCC1	1.6	-9	0.2	-0.5	1	-1.6	-3	7	3
O=C1OCCN1C(=O)[C@H]1[C@H](c2ccc(F)cc2)C(c2ccccc2)=NN1c1ccccc1	-1.5	10	·	-0.6	13	-1.4	5	1	-4
O=C(O)c1ccc(NS(=O)(=O)c2cccc(C(=O)Nc3ccccc3[N+](=O)[O-])c2)cc1	1.7	-1	·	-5.8	-2	·	-5	-20	-10
COc1ccc(C(=O)O)cc1S(=O)(=O)NCc1cccnc1	-1.5	3	-2.7	-2.4	0	·	-11	-1	-14
Cc1nn(-c2ccccc2)c(C)c1[N+](=O)[O-]	·	-5	2.0	-0.8	2	-1.8	-2	-4	1
CCOc1ccc2oc(C(=O)NC3CCN(Cc4ccccc4)CC3)c(C)c2c1	-1.6	3	-2.6	-0.5	8	-0.6	-20	-1	-3
c1ccc(Oc2cc(-c3ccccc3)ncn2)cc1	1.3	12	1.7	-0.1	1	-1.0	13	4	-16
Cc1cc(C)n(CCSCC(=O)O)n1	-0.7	-2	-1.4	-0.6	0	0.6	-9	0	-2
CCCCC(=O)NC(c1ccc(OC)cc1)c1ccc2cccnc2c1O (configuration not stated)	-2.1	16	·	0.2	-1	-0.6	1	13	-1
Cc1nc(N)sc1-c1csc(Nc2cccc(O)c2)n1	0.4	8	0.8	-0.6	0	1.0	2	3	?
Cc1cccn2c(CNCCCn3ncc4ccccc43)c(C(=O)N3CCCCC3)nc12	·	1	4.2	-0.3	-1	-0.5	4	-7	-1
CC(OC(=O)C1CC(O)CN1S(=O)(=O)c1ccccc1[N+](=O)[O-])C(=O)N1CCCCC1 (configuration not stated)	-2.1	4	0.9	0.1	2	-0.2	-12	-4	2
O=c1cc(NCc2ccccc2)nc2n1CCCS2	·	-5	1.3	1.0	3	0.1	-5	0	1
CCOC(=O)c1cc2sc(C)cc2n1CC(=O)N1CCN(C(=O)c2ccco2)CC1	4.7	-4	1.0	-0.5	-1	-2.4	-8	-1	-3
CC1=C(C(=O)Nc2ccc(C)cc2C)C(c2ccc(C)o2)NC(=S)N1 (configuration not stated)	·	7	-1.3	0.1	1	-0.1	1	2	3
CC(C)c1ccccc1NC(=S)NC1CCCCC1	·	3	2.7	0.0	6	0.4	8	-15	-1
Cc1ccc(NC(=O)c2cccc(Cl)c2)nc1	1.0	2	-2.2	-0.3	2	-2.3	5	-8	-7
COc1ccc(-c2nc3cc(C)c(Br)c(C)n3c2Cc2cccc(F)c2)cc1OC	-0.8	·	·	0.5	-3	-4.9	7	-2	3
C[C@@H]1C=C(C(=O)NCc2nc3ccccc3[nH]2)O[C@H](OCCCCO)C1	-0.8	-7	3.1	0.3	-2	-0.1	9	-2	-6
N#C/C(=C\c1cn(Cc2ccc(C#N)cc2)c2ccccc12)C(=O)NCc1cccs1	·	5	-3.8	-0.9	0	-0.5	1	3	-2
COc1ccc(NC(=O)c2cccc(N3C(=O)C4CCC(C)CC4C3=O)c2)c(OC)c1 (configuration not stated)	·	4	0.5	-7.0	3	-0.1	0	9	-32
COc1ccc(-c2[nH]ncc2CN(C)CCN2CCOCC2)cc1F	·	8	1.6	0.8	1	-2.4	-1	6	-3
CNS(=O)(=O)c1cn(CC(=O)NCc2ccccc2OC)cc1S(=O)(=O)NC	0.0	-1	2.4	-2.4	0	·	14	-1	-13
CC(C)(C)CC(=O)NCCCN1CCOCC1	-0.5	-6	-3.0	-0.2	3	-3.2	-20	0	1
c1ccc(-c2nc(N3CCOCC3)c3ccccc3n2)nc1	0.6	17	-1.3	-1.1	7	0.2	20	-15	-3
Cc1ccc(S(=O)(=O)NCCSc2nnnn2C)cc1	-2.4	-1	1.3	-0.2	2	0.0	-4	-8	-5
Cc1cc(NC(=O)COC(=O)c2cccc(S(=O)(=O)N(C)C3CCCCC3)c2)no1	·	-13	-1.4	-1.8	5	-1.9	21	-2	-10
O=c1[nH]c(CN2CCN(c3ccccc3)CC2)nc2scc(-c3ccccc3)c12	-0.3	-2	1.5	-0.3	1	-0.1	5	4	-1
COCCn1c(=S)[nH]c2ncccc2c1=O	0.0	-6	-0.9	0.8	-4	-4.8	2	-1	10
COc1ccc(NC(=O)C2=NN(C3CCS(=O)(=O)C3)C(=O)CC2)cn1 (configuration not stated)	·	1	1.1	0.2	-2	0.1	9	-2	-1
CCOc1ccc(-n2ccn(CC(=O)NCCc3ccccc3)c(=O)c2=O)cc1	·	6	·	-0.6	-1	-4.1	-1	0	7
CSc1nnc(C)c(=O)n1COC(=O)c1ccc([N+](=O)[O-])cc1	·	3	-1.0	-0.3	-1	-3.5	-4	-13	2
O=C(CSCC(=O)Nc1cccc2ccccc12)Nc1cccc2ccccc12	1.6	-8	0.2	0.3	6	-0.3	-9	2	-10
CC(NCC(O)COC1CCC(C(C)(C)C)CC1)c1ccccc1 (configuration not stated)	1.2	-2	-0.1	-0.2	0	-6.5	15	7	-10
COc1cc(C=C(c2nc3ccccc3s2)c2nc3ccccc3s2)cc(OC)c1O	·	7	3.4	2.4	4	-1.0	8	5	-12
CC(=O)O/C(=C\c1cn(C(C)=O)c2ccccc12)C(=O)O	-2.2	-2	·	1.0	2	2.0	-7	2	0
Cc1ccc(S(=O)(=O)N2CCC3CC2c2cc(Cl)ccc23)cc1 (configuration not stated)	-0.8	-2	·	-0.1	3	-3.0	-10	-5	-3
Cc1ccc(S(=O)(=O)N2CCOCC2)cc1C(=O)OCC(=O)NCc1ccccc1	-0.3	-10	-0.8	-3.3	-5	-0.4	-2	7	-6
CC(C)C(NC(=O)c1ccco1)C(=O)NC1CCCCCC1 (configuration not stated)	-7.6	9	-2.2	0.2	3	0.1	-2	10	-8
Cc1ccc(NC(=O)Cn2nc(-c3ccccc3)nc2-c2ccccc2)c(C)c1	·	8	-2.6	-0.3	-3	-1.4	7	3	-9
CCN(CC)C(=O)CSc1nnc2nnc3cc(OC)ccc3n12	-4.8	8	7.1	·	-4	-2.5	4	-34	·
O=C(NCCc1ccccc1F)c1[nH]c(C(F)(F)F)nc1-c1ccccc1	0.5	·	·	0.4	2	0.3	-1	7	-7
CCN1C(=O)/C(=C2/C(=O)N3c4c(cc(OC(C)=O)cc42)C(C)=CC3(C)C)SC1=S	1.2	3	2.2	13	-3	0.4	6	4	-10

Reprinted at random: two compounds from above.
SMILES	Mtb BioA inh	GDH-TPI inh	UGM FP inh	BoNT-A LC inh2	Mtb FBA inh	FadD28 binding	CCHFV vOTU inh	PrPC surface inh	BoNT-F LC inh
Cc1ccc(S(=O)(=O)N2CCOCC2)cc1C(=O)OCC(=O)NCc1ccccc1	-0.3	-10	-0.8	-3.3	-5	-0.4	-2	7	-6
CC(C)(C)CC(=O)NCCCN1CCOCC1	-0.5	-6	-3.0	-0.2	3	-3.2	-20	0	1

(list continues)
SMILES	Mtb BioA inh	GDH-TPI inh	UGM FP inh	BoNT-A LC inh2	Mtb FBA inh	FadD28 binding	CCHFV vOTU inh	PrPC surface inh	BoNT-F LC inh
O=C(NCc1cccc(C(F)(F)F)c1)C1CCCN(c2ncccn2)C1 (configuration not stated)	-0.9	1	-1.2	?	1	-1.7	-1	6	0
O=C(Nc1nc(-c2ccc(S(=O)(=O)N3CCCC3)cc2)cs1)c1cccs1	0.6	3	-1.4	0.4	3	-3.2	5	7	0
CC(=O)c1sc(-c2ccccc2)cc1NS(=O)(=O)c1ccccc1	12	-2	-1.3	0.0	4	-2.9	-7	-2	6
O=C1/C(=C\c2ccc(O)cc2)SC(=S)N1c1cccnc1	·	9	1.7	0.2	-10	0.4	2	4	1
Cc1nc2c(=O)[nH]n(C)c2nc1C	-1.5	8	·	0.1	-3	-3.8	2	-1	4
COCCNC(=O)CN1N=C(c2ccc(C)cc2)CCC1=O	-1.8	5	1.7	-1.5	1	0.3	2	0	?
CCCc1cc(=O)[nH]c(SCc2nc3ccccc3s2)n1	0.7	-6	0.7	0.8	-3	-4.3	18	-1	2
CN(C)c1ccc(C=NC(CO)C(O)c2ccc([N+](=O)[O-])cc2)cc1 (configuration not stated)	·	38*	3.5	0.6	-7	-4.5	4	-8	2
COc1ccc(C(=O)c2cc([N+](=O)[O-])ccc2N2CCN(C)CC2)cc1	·	7	-0.3	0.0	-3	-0.9	0	-11	0
O=C(CNC(=S)N(Cc1ccccc1)Cc1cccnc1)N1CCOCC1	0.0	4	0.0	0.7	-3	?	-3	-2	-1
Cc1ccc(OCc2cc(C(=O)N(CCO)Cc3cccs3)no2)cc1C	0.1	-2	-1.6	0.8	3	-0.2	15	3	-2
CCOc1ccccc1NC(=O)C(OC(=O)c1cnc(C)cn1)c1ccccc1 (configuration not stated)	3.3	6	·	-0.1	-3	-4.5	2	4	-1
CC1CC(C)CN(S(=O)(=O)c2ccc(C(=O)N3CCOCC3)cc2)C1 (configuration not stated)	-0.6	-13	-0.9	2.0	1	1.0	-10	-4	12

This is a random part of the collection; any-hit rate near 4.8%.
